IL2 activator = IL-2 activation; IL-2 activation reporter assay, cell-based qHTS; stimulated with anti-CD3/CD4/CD28 beads; in transgenic mouse T cells; activation, % (series mostly up to about 46 µM); actives 0.065% (n = 360,000); in the data active means activation above about 50%; inconclusive means mostly about 30% to 49%; further: 0% is about no effect
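Unstimulated transgenic mouse T cells; 60-min compound exposure; bead-based TCR/CD4/CD28 stimulation; 18 h culture, 37 degrees C; dual fluorescence (EGFP, DsRed) plate cytometry.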
FUS yeast rescue = FUS proteinopathy suppression in yeast | actives 0.24% (n = 390,000) | Potency, µM (doses to about 76.6 µM), for inactives: at the top dose growth rescue (activation), hits mostly activators | S. cerevisiae FUS-expressing, growth rescue, OD600, 24 h | AID 1347120;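 further: potency means the concentration at half of the fitted maximal effect; plate controls were DMSO vehicle for no effect and reference control for full effect; nearly all actives have a fitted effect of over 55% in size; some results filed as inactive show a strong effect at the top dose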
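Absorbance at 600 nm, taken 24hr after compound addition, measured rescue of FUS-yeast growth at 30C. Induction used 2% galactose with seeding at OD 0.005. Controls: CP55940 from 92uM final, DMSO only.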
Abeta yeast res = restores growth of yeast expressing A-beta42 peptide. AID 1347071. Potency, µM (top dose mostly 46.1 µM), without a hit: at the highest dose growth rescue, most hits filed as activators. yeast expressing A-beta42, growth rescue, OD600, 48 h; response scale: 0% DMSO, 100% iron-clioquinol control. actives 0.063% (n = 410,000); further: potency means the concentration at half of the fitted maximal effect; nearly all actives have a fitted effect of over 55% in size
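Growth rescue measured by 600 nm absorbance after 48 h yeast culture at 30 C with compound. Values normalized between DMSO and an equimolar ferric chloride plus clioquinol control.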
PLK1 PBD inh = PLK1 (human) polo-box domain binding inhibition; P53350; actives 2.8% (n = 360,000); Potency, µM, inactives show max response, negative = inhibition, most hits filed as inhibitors; Plk1 PBD binding of FITC phosphopeptide, fluorescence polarization; AID 720504; further: potency means the concentration at half of the fitted maximal effect; series mostly up to about 57 µM; on the % scale 0 is the no-effect control and ±100 the full control effect; nearly all actives have a fitted effect of over 65% in size
Target sequence (P53350 whole entry, looked up, the tested form may be a part): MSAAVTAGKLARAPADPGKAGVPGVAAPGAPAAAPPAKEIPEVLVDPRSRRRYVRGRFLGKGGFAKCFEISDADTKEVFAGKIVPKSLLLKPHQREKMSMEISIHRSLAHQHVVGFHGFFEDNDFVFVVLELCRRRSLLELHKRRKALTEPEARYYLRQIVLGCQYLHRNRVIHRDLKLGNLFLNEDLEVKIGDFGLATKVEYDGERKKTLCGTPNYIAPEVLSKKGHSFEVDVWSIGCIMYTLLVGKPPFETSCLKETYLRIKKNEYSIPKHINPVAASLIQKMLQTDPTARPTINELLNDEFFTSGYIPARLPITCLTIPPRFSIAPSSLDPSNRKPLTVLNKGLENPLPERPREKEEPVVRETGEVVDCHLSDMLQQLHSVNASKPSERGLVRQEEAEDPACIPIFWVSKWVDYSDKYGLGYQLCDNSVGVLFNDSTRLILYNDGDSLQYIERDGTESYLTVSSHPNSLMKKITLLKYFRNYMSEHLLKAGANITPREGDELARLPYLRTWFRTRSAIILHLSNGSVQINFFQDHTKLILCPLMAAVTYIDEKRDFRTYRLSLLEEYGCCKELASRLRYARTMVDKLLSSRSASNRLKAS
EPAC1 ag = agonists of human EPAC1; EPAC1 agonist qHTS, biochemical assay; response scale: 100% = response to 6.5 mM cAMP; Potency, µM (highest dose often 154 µM), for the others: at the highest dose activation, usual class: activators; actives 0.073% (n = 360,000); AID 720707; further: potency means the concentration at half of the fitted maximal effect; nearly all actives have a fitted effect of over 60% in size
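Compounds were pinned as a concentration titration into mixtures of EPAC1 (100 nM), BODIPY-GDP-loaded Rap1B (250 nM) and GDP (50 uM). After 5 min at room temperature, fluorescence was followed for 30 min; activity was scaled to 6.5 mM cAMP.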
PI5P4K alpha inh = inhibitors of human PI5P4K alpha; P48426; max response, %; AID 652105; actives 1.2% (n = 330,000); PI5P4Kalpha enzyme, ADP-Glo luminescence, 60 min; hits give low values; active means max response of -50% or lower; inconclusive means between -30% and -50%; inactive means -30% or higher; further: value at the top dose of about 77 µM; on the % scale 0 is the no-effect control and ±100 the full control effect
Target sequence (P48426 whole entry, looked up): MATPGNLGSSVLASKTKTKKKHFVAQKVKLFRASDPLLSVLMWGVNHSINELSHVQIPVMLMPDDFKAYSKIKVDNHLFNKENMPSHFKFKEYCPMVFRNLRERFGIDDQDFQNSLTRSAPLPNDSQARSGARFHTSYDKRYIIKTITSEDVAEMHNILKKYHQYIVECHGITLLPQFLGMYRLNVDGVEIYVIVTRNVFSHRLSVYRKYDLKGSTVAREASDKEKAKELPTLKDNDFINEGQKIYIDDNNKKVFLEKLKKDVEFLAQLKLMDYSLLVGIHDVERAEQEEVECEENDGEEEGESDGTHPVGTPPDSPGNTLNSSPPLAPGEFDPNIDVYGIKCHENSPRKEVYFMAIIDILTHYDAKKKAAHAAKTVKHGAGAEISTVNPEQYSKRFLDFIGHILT
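ADP-Glo luminescence end-point read after a 60 min room-temperature kinase reaction of PI5P4Kalpha plus substrate, initiated with ATP at 5 microM final. Buffer: 0.038 M HEPES pH 7.4, EGTA, 0.1% CHAPS, 5% DMSO.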
WRN inhibitor = inhibitors of human WRN helicase | WRN helicase unwinding, fluorescent forked duplex, kinetic | Potency, µM (top dose mostly 114 µM), for the others: at the top dose activity change, negative = inhibition, actives largely listed as inhibitors | actives 0.46% (n = 360,000) | AID 651768; further: potency means the concentration at half of the fitted maximal effect; on the % scale 0 is the no-effect control and ±100 the full control effect; nearly all actives have a fitted effect of over 55% in size
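Fluorescence dequenching readout, ex 525 nm/em 598 nm, kinetic mode: forked duplex DNA (100 nM final) with adjacent fluorophore and quencher unwound by WRN (20 nM final) with 2 mM ATP. Compound preincubation 15 min, room temperature.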
EPAC1 antagonist = blocks human EPAC1 exchange factor; O95398; EPAC1 GEF assay, Rap1b-BODIPY-GDP exchange fluorescence; Potency, µM (series often up to 115 µM), inactives show top-dose activity change, negative = inhibition, most hits filed as inhibitors; actives 0.14% (n = 360,000);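 further: potency means the concentration at half of the fitted maximal effect; plate controls were vehicle for no effect and positive control for full effect; nearly all actives have a fitted effect of over 50% in size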
* = called active by the depositor; ? = inconclusive; . = no result given; & = joins results of further samples; [ ] = another dose, or the depositor's remark. Unless noted, the call rests on the fitted dose curve; in most records, active means well fitted curve in the direction sought with a large enough effect; inconclusive means small, poorly fitted or top-dose-only effect, or another doubt; inactive means no such curve, though single readings can be large; an effect the other way counts as inactive or inconclusive.

mol | IL2 activator | FUS yeast rescue | Abeta yeast res | PLK1 PBD inh | EPAC1 ag | PI5P4K alpha inh | WRN inhibitor | EPAC1 antagonist
COc1ccc(/C=N/n2c(=O)[nH]c3c([nH]c4ccc(F)cc43)c2=O)cc1CN1CCCCC1 | 0.3 | 8% | -2% | -8% | 6% | -10 | ? | -20%
CCCOc1ccc(-c2nc(C#N)c(NCC3CCCO3)o2)cc1 (stereo unspecified) | 4.6 | 35% | 18% | 3% | 22% | . | -14% | -8%
COc1ccc(OCC(=O)Nc2cc(-c3nn4c(C)nnc4s3)ccc2C)cc1 | -3.9 | 0% | -4% | -4% | 21% | 1 | -1% | -7%
Cc1ccc(S(=O)(=O)N2[C@@H](c3ccc(F)cc3)C(C(=O)O)=CC[C@H]2c2ccc3c(c2)OCO3)cc1 | 0.5 | 12% | 8% | -13% | 2% | -1 | 6% | -26%
CC(C)CC(NS(=O)(=O)c1cccc(C(=O)O)c1)C(=O)O (stereo unspecified) | -0.5 | 11% | 8% | -10% | 3% | 1 | 6% | 12%
COc1cccc(NC(=O)CN2C(=O)CSc3ccc(S(=O)(=O)N4CCCCC4)cc32)c1 | 0.4 | ? | . | 5% | 5% | -4 | -11% | -14%
Cc1ccc2oc(C(=O)N3CCC(N4CCSCC4)CC3)c(C)c2c1 | -0.5 | -2% | -3% | -2% | 18% | 2 | -9% | 15%
O=C1OCCN1C(=O)[C@H]1[C@H](c2ccc(Cl)cc2)C(c2ccc(F)cc2)=NN1c1ccc(Br)cc1 | -0.6 | ? | 5% | -24% | -10% | 20 | -6% | -9%
CC(=O)c1cccc(NC(=S)NC(=O)C(C)C)c1 | -0.3 | -16% | -4% | -2% | 4% | . | -5% | 3%
Cc1cccc(S(=O)(=O)c2c(N)n(-c3ccccc3)c3nc4ccccc4nc23)c1 | -4.1 | . | 6% | 1% | -3% | 3 | 4% | 0%
CCOc1ccc(N(C)S(=O)(=O)c2ccc(C)c(C(=O)Nc3nnc(C4CC4)s3)c2)cc1 | -0.8 | -10% | -15% | -1% | -10% | -2 | -7% | -3%
COc1ccc(N2CC(C(=O)N[C@@H](CC(C)C)C(=O)NC3CCCCC3)CC2=O)cc1 (stereo partly specified) | 0.0 | 2% | 10% | -5% | 2% | 0 | 4% | 1%
CC(NC(=O)COc1ccc(Br)cc1)C1CCCO1 (stereo unspecified) | -0.9 | 0% | 6% | -17% | -28% | 3 | -20% | -5%
N=C1SC(CC(=O)Nc2ccc([N+](=O)[O-])cc2)C(=O)N1c1ccccc1 (stereo unspecified) | 1.2 | 3% | 2% | -5% | -13% | -2 | 3% | -11%
CC(CNC(=O)CN1C(=O)NC2(CCCCC2)C1=O)c1ccccc1 (stereo unspecified) | 0.4 | . | 9% | 2% | 2% | -8 | -4% | 7%
O=C(Oc1cccc(/C=N/Nc2nc(N3CCOCC3)nc(N3CCOCC3)n2)c1)c1ccco1 | 1.4 | 22% | 17% | 3% | -3% | 3 | 6% | 7%
COc1ccc(C)cc1NC(=O)C1CCN(S(=O)(=O)c2ccccc2)CC1 | -0.3 | 24% | 17% | -5% | 2% | 11 | 1% | -9%
O=C(N/N=C/c1cc(Br)c(O)c(Br)c1)c1cc2c(ccc3ccccc32)o1 | 1.0 | 35% | -54%[inhibitor] | 21µM* | -4% | -103* | 35µM* | 28µM*
CCOC(=O)Nc1ccc(C)cc1C | -2.0 | 2% | -9% | -11% | 0% | -4 | 6% | ?
CCOC(=O)N1c2ccccc2Sc2ccccc21 | -2.9 | -27% | 6% | -9% | 8% | -4 | 3% | -19%
Oc1ccccc1/C=N/[n+]1ccccc1 | 0.0 | -6% | -4% | 1% | -4% | -6 | -5% | 18%
O=C(CCN1CCN(Cc2ccccc2)CC1)Nc1ccc(OCc2ccccc2)cc1 | -0.3 | . | -25% | -1% | 4% | 18 | 1% | -1%
CCN(CC)S(=O)(=O)c1ccc(N2CCOCC2)c(NS(=O)(=O)c2ccc(C(C)C)cc2)c1 | 0.1 | . | -8% | ? | -21% | -22 | -8% | -6%
Cc1cc(NC(=O)CSc2ccc3nnc(-c4ccc(F)cc4)n3n2)no1 | -0.1 | 16% | 2% | -14% | 2% | . | -5% | 4%
O=C(Nc1ccnn1C1CCN(C/C=C/c2ccccc2)CC1)c1cccc(F)c1 | -1.6 | 8% | -2% | -1% | -10% | 1 | 0% | -21%
CC1CCC(C(C)C)C(OC(=O)COC(=O)c2cc(O)ccc2N)C1 (stereo unspecified) | -0.5 | . | -6% | -1% | -16% | 9 | -10% | ?
COc1ccc(N(C(=O)c2ccn[nH]2)C(C(=O)NC2CCCC2)c2ccc(F)cc2)cc1 (stereo unspecified) | 0.3 | 9% | 5% | -7% | 2% | 3 | 9% | -14%
Cc1ccc(C(O)(C(=O)NNc2ccc3ccccc3n2)c2ccc(C)cc2)cc1 | -0.4&-0.4 | 38% | -14%&-17% | -4%&1% | 11%&-10% | 4&19 | -9%&-7% | 0%&-10%
NC(=O)COC(=O)c1cc(-c2cccs2)nn1-c1ccccc1 | 1.2 | -51% | -12% | 4% | -6% | -9 | -3% | -8%
Cc1ccc(-c2cc(C(=O)N3CCN(c4ccc(F)cc4)CC3)c3ccccc3n2)o1 | 5.3 | 37% | -42%[inhibitor] | -27% | 9% | ? | -19% | -13%
CCOC(=O)Cn1nnc(-c2cc(OC)c(OC)c(OC)c2)n1 | -2.8 | 2% | -2% | 1% | 3% | -2 | -1% | 10%
O=C(O)/C=C/c1ccc(-c2cccc(C(F)(F)F)c2)o1 | -0.2 | 12% | -15% | ? | 5% | -8 | -4% | -4%
CC(=O)Nc1ccc(S(=O)(=O)N2CCC(NC(=O)C(Cc3cccn3C)NC(C)=O)CC2)cc1 (stereo unspecified) | -0.5 | 16% | 11% | -6% | 0% | 0 | -3% | 3%
CSc1ccc(S(=O)(=O)NCCCn2ccnc2)cc1 | -1.5 | 16% | -14% | -2% | 4% | 1 | 0% | 4%
CCc1ccc2c(c1)CCCN2C(=O)c1ccccc1C(=O)O | -0.4 | 25% | -3% | -7% | 1% | . | 4% | 13%
CN(C)/C=C/c1onc(-c2c(Cl)cccc2Cl)c1C#N | -2.8 | 13% | -25% | 9% | 21% | -12 | -3% | ?
Cc1ccc(NC(=O)CNc2cccc(C)c2C)c(C)c1 | -1.8 | ? | 6% | 0% | -4% | 1 | -1% | -4%
CN(Cc1nccn1C)C(=O)CC1C(=O)NCCN1Cc1ccccc1C(F)(F)F (stereo unspecified) | -0.7 | 7% | -21% | -3% | 7% | 3 | -2%[57.1 µM] | -14%
CCN1CCCC1CNC(=O)CSc1cc(=O)n(C)c2cc(Cl)ccc12 (stereo unspecified) | -1.7 | 19% | 4% | -11% | 4% | 0 | 12% | -5%
Cc1cccc(NC(=O)CSc2nnc(CNC(=O)c3ccc(S(=O)(=O)N(C)C)cc3)n2-c2ccc(F)cc2)c1 | 1.3 | ? | 11% | 6% | 4% | 3 | -17%[57.1 µM] | 11%
CC(OC(=O)c1nsc(Cl)c1Cl)C(=O)NCCc1ccccc1 (stereo unspecified) | 0.4 | 15% | 10% | -6% | 7% | 0 | -4% | 1%
CCOC(=O)C1CN(c2cc3c(cc2F)c(=O)c(C(=O)O)cn3CC)OC1C(=O)OCC (stereo unspecified) | -0.6 | 17% | 8% | -1% | -7% | -2 | 3% | 0%
COc1cccc(CN2CC(C(=O)NCc3cccc(Cl)c3)CCC2=O)c1 (stereo unspecified) | -1.8 | 34% | 7% | -4% | -3% | 5 | -4% | 0%
Cc1sc2ncnc(SCC(=O)N3CCCC3)c2c1C | 0.8 | 1% | -10% | -5% | 3% | -3 | 9% | 7%
N#Cc1cnc(SCC(=O)N2CCCCC2)nc1N | 1.1 | -14% | 3% | 1% | 4% | 3 | -3% | -2%
O=C(c1cccc(C(F)(F)F)c1)C1CCCN(C(=O)CCCN2CCCC2=O)C1 (stereo unspecified) | -3.1 | -12% | -4% | -10% | 8% | 3 | 3% | -17%
COc1ccc(/C=C2\SC(=O)N(CC(=O)NC3CCS(=O)(=O)C3)C2=O)cc1 (stereo unspecified) | -2.7 | 15% | -6% | -18% | 7% | 0 | -6% | 10%
C/C(=N\NC(=O)c1cc(Br)ccc1O)c1cccc(NC(=O)c2ccccc2F)c1 | 1.8 | 20% | -9% | -18% | 13% | 1 | ? | -16%
COC(=O)c1[nH]c2cc(C)ccc2c1NC(=O)CN1CCCc2ccccc21 | 0.4 | 36% | -24% | -14% | -11% | -2 | -4% | 5%
CN1CCN(S(=O)(=O)c2cccc(C(=O)Oc3cccc(C#N)c3)c2)CC1 | 2.1 | 15% | 2% | -20% | 2% | 6 | -1% | -2%
Cc1cc(NC(=O)c2ccc3c(c2)OCO3)no1 | 0.1 | . | 12% | -14% | 10% | 8 | -2% | -26%
Cc1nnc2ccc(N3CCN(c4ccccn4)CC3)nn12 | -1.8 | -23% | 6% | ? | 4% | 0 | -2% | 0%
COc1ccc(CN2CCC[C@]3(N[C@H](c4ccc(C(F)(F)F)cc4)[C@@H]4C(=O)N(Cc5ccccc5)C(=O)[C@@H]43)C2=O)cc1 | -2.2 | ? | 23% | -5% | -5% | 18 | -2% | -16%
CC(C)NC(=O)C1C(c2ccc(C(F)(F)F)cc2)=Nc2ccccc2N1C(=O)c1cccc(C(F)(F)F)c1 (stereo unspecified) | 0.6 | 31% | 23% | 2% | -23% | 11 | -6% | -26%
Cc1c(C(=O)N2CCN(c3ncccn3)CC2)oc2ccc(F)cc12 | 0.1 | 23% | -5% | -5% | 7% | 0 | -2% | 6%
CCOc1cccc(C(=O)NC(=S)Nc2cccc(NC(=O)c3ccccc3Cl)c2)c1 | 0.4 | 5% | 13% | 1% | 3% | -7 | -4% | -14%
Cc1cc2cc3c(cc2nc1SCC(=O)O)CCC3 | 0.3 | 6% | -31%[inhibitor] | -20% | 1% | 0 | -5% | 10%
CC(C)c1cccc(C(C)C)c1NC(=O)COc1nncc2ccccc12 | -3.0 | 4% | 3% | 2% | -2% | 6 | 2% | 18%
Cc1ccc2cc(/C=N/NC(=O)CN3CCOCC3)c(Cl)nc2c1 | -0.5 | 25% | -25% | 1% | 7% | 2 | 4% | 7%
Clc1ccc(Cl)c(-c2ccc(/C=N/c3ncn[nH]3)o2)c1 | -3.4 | 5% | -15% | -2% | -6% | . | -3% | 12%

Some entries already given, limited to EPAC1 ag:
SMILES	EPAC1 ag
Cc1cccc(S(=O)(=O)c2c(N)n(-c3ccccc3)c3nc4ccccc4nc23)c1	-3%
CCOc1ccc(N(C)S(=O)(=O)c2ccc(C)c(C(=O)Nc3nnc(C4CC4)s3)c2)cc1	-10%

Screening data from PubChem.
